From PubChem BioAssay
CHO-K1 Ca ag – counter-screen for M1 agonists: effect in parental CHO-K1 cells; activation, % at 3 µM; AID 602248; Fluo-8 calcium fluorescence; scaled to maximal ATP response, vehicle zero; 0.48% of 360,000 active; in the data active means activation above about 15%;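 further: untransfected CHO-K1 host cells lacking M1 receptor as counterscreen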
M1 antag – blocks human M1 muscarinic receptor | P11229 | CHO-K1 hM1, Fluo-8 calcium fluorescence, ACh EC80 antagonist | inhibition, % at 3 µM | 1.3% of 360,000 active;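 active means percent inhibition above its own plate's cutoff, namely the mean of that plate's compound wells plus 3 SD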;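 further: peak over basal fluorescence ratio during 140 s after agonist addition; 0% = ACh EC80 plus DMSO and 100% = DMSO alone without agonist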
TAAR1 antag – human TAAR1 antagonism; Q96RJ0; CHO RD-HGA16 TAAR1, Fluo-8 calcium fluorescence, antagonist; inhibition, % at 3 µM; 1.5% of 360,000 active; AID 624466;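 active means inhibition above a per-plate cutoff, the mean inhibition of test compounds on that plate plus 3 SD, cut at about 49% in these data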;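 further: 0% = DMSO plus EC80 beta-PEA response and 100% = DMSO alone without agonist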
Target sequence (Q96RJ0 whole entry, looked up): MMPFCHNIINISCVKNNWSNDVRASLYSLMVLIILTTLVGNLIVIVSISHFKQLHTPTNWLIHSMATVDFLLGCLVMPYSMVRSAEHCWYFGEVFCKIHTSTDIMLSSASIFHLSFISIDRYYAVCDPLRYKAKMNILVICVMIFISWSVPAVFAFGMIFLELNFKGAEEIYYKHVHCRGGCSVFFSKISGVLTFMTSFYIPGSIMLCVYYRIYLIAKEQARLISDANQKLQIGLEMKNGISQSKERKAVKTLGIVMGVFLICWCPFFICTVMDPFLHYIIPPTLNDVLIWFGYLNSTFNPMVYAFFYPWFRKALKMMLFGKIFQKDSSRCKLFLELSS
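Test system: RD-HGA16 CHO cells with stable hTAAR1 and Gα16 / Probe or stimulus: EC80 β-phenethylamine stimulus / Times: seeding 17-24 h prior, 75-min 37 °C, 30-min RT dye loading / Detection: Fluo-8 calcium-sensitive fluorescence / Read-out basis: % inhibition scaled between DMSO and EC80 PEA controls / Repeats: singlicate, one well per test compound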
CHO-K1 Ca antag – M1 antagonist counterscreen hit in parental CHO-K1 cells. inhibition, % at 3 µM. ATP-induced calcium, Fluo-8 fluorescence. 0.6% of 360,000 active;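 active means inhibition above a per-plate cutoff, the plate's mean sample inhibition plus 3 SD, cut at about 24% in these data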;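 further: 0% = DMSO plus EC80 ATP and 100% = DMSO alone without ATP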
CHRM1 agonist – human M1 muscarinic receptor agonism | 0.33% of 360,000 active | activation, % at 3 µM | P11229 | CHO-K1 hM1, Fluo-8 calcium fluorescence, agonist mode; 0% DMSO, 100% acetylcholine EC100;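 active means activation above the run's mean compound activation plus 3 SD, cut at about 16% in these data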;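 further: peak over basal fluorescence ratio within a 140 s kinetic read after compound addition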
CHO-K1 Ca PAM – nonselective activator or artifact in parental CHO-K1 calcium assay; ATP EC20, Fluo-8 calcium fluorescence; 0% at ATP EC20, 100% at ATP max; activation, % at 3 µM; 0.02% of 360,000 active; AID 602247;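 active means activation above the run cutoff, the mean activation of all test compounds plus 3 SD, cut at about 40% in these data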;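 further: peak over basal fluorescence ratio in a 140 s read after ATP addition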
CHO parental Ca – counter-screen: ATP calcium response change in parental CHO cells. AID 463079. inhibition, % at 5.6 µM. 0.63% of 330,000 active. parental CHO-K1, ATP-induced calcium, Fluo-8 fluorescence;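 active means inhibition above that plate's mean sample inhibition plus 3 SD, cut at about 26% in these data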;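 further: 0% = ATP-challenged DMSO wells and 100% = DMSO wells without ATP; some compounds past the cut are filed as inactive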
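Assay system: parental CHO cells; Read-out basis: percent inhibition of ATP-evoked calcium rise, normalized to controls; Benchmarks: ATP and no-ATP DMSO wells; Compound dosing: single nominal dose of 5.6 µM per compound; Signal: Fluo-8 calcium dye fluorescence; Also added: ATP as calcium-mobilizing challenge; Repeats: singlicate.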
OXTR potentiate – potentiates the human oxytocin receptor response | CHO-OTR cells, Fluo-8 calcium fluorescence, potentiator mode; 0% = oxytocin EC15, 100% = EC100 | activation, % at 3 µM | 0.061% of 320,000 active;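 active means activation above that plate's cutoff, the mean activation of tested compounds plus 3 SD, cut at about 6.6% in these data, passing the limit was not always enough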;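 further: 100% uses oxytocin at 75 nM as the full agonist control; some results filed as inactive read as strong as hits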
Target sequence (P30559 whole entry, looked up): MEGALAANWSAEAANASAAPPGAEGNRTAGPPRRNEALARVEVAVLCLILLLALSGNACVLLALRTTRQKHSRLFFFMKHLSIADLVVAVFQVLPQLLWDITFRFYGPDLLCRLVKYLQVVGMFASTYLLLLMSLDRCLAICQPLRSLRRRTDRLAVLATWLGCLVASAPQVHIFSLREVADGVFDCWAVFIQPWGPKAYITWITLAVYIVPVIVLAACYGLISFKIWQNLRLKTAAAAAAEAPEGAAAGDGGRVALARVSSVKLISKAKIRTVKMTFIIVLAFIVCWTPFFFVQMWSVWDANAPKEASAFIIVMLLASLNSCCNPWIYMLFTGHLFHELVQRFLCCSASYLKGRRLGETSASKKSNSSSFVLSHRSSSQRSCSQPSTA
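System: human OTR in CHO cells / Also added: sub-maximal oxytocin, roughly EC15 / Control set: EC15 oxytocin low, 75 nM oxytocin high / Schedule: 6 min compound pre-incubation at room temperature, 100 s kinetic read / Compound: single-point 3.0 µM / Replication: singlicate / Technique: Fluo-8 calcium dye fluorescence / Read-out basis: % activation of max/min ratio relative to oxytocin controls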
TAAR1 agonist – human TAAR1 agonism; Q96RJ0; CHO RD-HGA16 TAAR1, Fluo-8 calcium fluorescence; vehicle wells 0%, saturating PEA agonist 100%; activation, % at 3 µM; 0.99% of 360,000 active; AID 624467;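 active means activation above the mean activation of all test compounds in the run plus 3 SD, cut at about 38% in these data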
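Test system: RD-HGA16 (CHO) cells co-expressing Gα16 and hTAAR1; dosing: one-point dosing at 3 µM (nominal); timing: 17-24 h seeding, 75 min 37 °C dye, 30 min RT; signal: kinetic Fluo-8 calcium fluorescence; read-out basis: % activation relative to PEA EC100 response; controls: DMSO and PEA EC100; replicates: n 1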
Numbers without * were called inactive; x = no result given.

SMILES	CHO-K1 Ca ag	M1 antag	TAAR1 antag	CHO-K1 Ca antag	CHRM1 agonist	CHO-K1 Ca PAM	CHO parental Ca	OXTR potentiate	TAAR1 agonist
Cc1cc(C)n(-c2ccc(C(=O)OCC(=O)c3c(N)n(C)c(=O)n(C)c3=O)cc2)n1	2.4	-8.9	7.5	-5.7	6.3	26.7	-10.8	-16.5	12.2
COc1ccc(/C=N/NC(=O)COc2cc(C)cc(C)c2)cc1COC(C)=O	0.1	-14.9	-9.3	-11.4	0.5	18.5	0.3	0.7	-2.4
CCC(=O)N1CCN=C1SCc1ccccc1	0.2	-4.9	-0.1	-16.0	-2.7	-4.7	-5.2	-1.1	0.2
Cc1ccccc1N(CC(=O)NC1CCCCC1)C(=O)CNC(=O)c1cccs1	1.3	-15.1	7.0	-10.6	-2.2	21.2	-21.3	-8.4	-1.6
COc1cccc(N2CCN(C(=O)c3ccc(=O)oc3)CC2C)c1 (stereo not given)	0.1	-10.2	-18.3	-3.3	-5.3	13.2	1.5	1.3	8.4
CCc1c(C(=O)N/N=C/c2ccsc2)csc1C	10.0	4.1	14.9	-8.0	-2.8	14.5	-9.1	-0.7	7.1
CCN(C(=O)COC(=O)c1ccc(N2C(=O)c3ccccc3C2=O)cc1)C1CCS(=O)(=O)C1 (stereo not given)	0.9	-9.9	0.6	-8.3	-7.7	17.5	-4.3	-3.3	1.1
CCOC(=O)N1CCC(NC(=O)c2cccn3c(=O)c4cc(Br)ccc4nc23)CC1	0.7	-9.0	6.0	-24.5	-7.9	18.6	-23.8	-1.2	3.7
COc1cc(-c2nc3ccccc3c(=O)n2N)cc(OC)c1OC	7.9	2.7	-6.0	-1.3	-5.2	20.8	-9.4	-0.1	1.9
Cc1cccc(-c2cc3nc4c(c(NCc5ccco5)n3n2)CCCC4)c1	-0.2	1.4	2.4	-3.3	-8.2	-5.4	-22.4	-7.9	15.0
CN(CC(=O)Nc1ccc(Cl)c(Cl)c1)C(=O)CNC(=O)Cc1ccccc1	3.3	2.2	13.6	-8.7	-3.2	7.3	-19.1	-9.5	19.5
Cc1ccc(NC(=O)c2ccc3ccccc3n2)cc1S(=O)(=O)N1CCOCC1	1.2	-4.2	18.8	-4.8	-5.5	12.9	-13.1	2.9	9.6
CCC(c1nnc(SCC(=O)Nc2ccc(Cl)cc2C(F)(F)F)n1C1CCCCC1)N(C)C (stereo not given)	0.0	2.2	-26.7	0.8	-8.1	-8.8	-27.6	-5.4	-1.1
CC(C)CCN1CCN(Cc2ccc(C#CC(C)(C)O)s2)CC1CCO (stereo not given)	0.7	27.1	2.2	-1.6	-8.0	5.7	8.3	-3.8	0.7
CC(C)(C)OC(=O)N(Cc1ccccc1)Cc1ccccc1OCc1cccc(NC(=O)C2CC2)c1	0.6	7.3	24.2	-11.9	-4.7	-0.6	x	x	-0.7
CCC(C)C(NC=C1C(=O)OC(C)(C)OC1=O)C(=O)O (stereo not given)	0.0	-5.5	-0.8	2.1	-2.0	12.8	-9.3	0.1	14.7
COc1ccccc1NC(=O)c1ccc2c(=O)n3c(nc2c1)CCC3	0.3	-13.2	-13.2	0.6	-2.0	-1.3	x	x	0.9
Cc1cc(N2C(=O)C3C4CCC(C4)C3C2=O)no1 (stereo not given)	0.3	2.5	10.4	-3.3	-0.2	6.8	3.9	-4.7	7.1
COc1ccccc1OCc1nnc(SCC(N)=O)n1-c1ccccc1	1.4	-0.6	-17.9	-10.1	-1.3	17.4	-5.6	4.8	-0.7
Cc1ccc(Cl)cc1NC(=O)c1cc2ccccc2cc1O	7.1	17.1	-0.2	2.2	4.3	7.8	57.5*	-7.6	4.6
CC(=O)c1cnc2cc(-c3ccccc3)nn2c1C	0.5	-10.4	-0.8	-15.1	0.4	7.6	-10.2	-8.1	0.8
Cc1ccc(OC(=O)c2cc3ccccc3o2)cc1	2.4	-13.0	0.2	-12.3	-0.8	21.1	-6.4	-6.6	27.8
CCOc1cc(CNCCO)c(Cl)cc1OCC(=O)NCCc1ccccc1	0.5	-4.9	-8.3	-4.2	-6.7	9.6	-17.4	-1.2	4.3
O=C(c1c(Cl)nc2sccn12)N1CCCc2ccccc21	1.5	-14.2	7.7	-5.5	-2.4	-8.6	-20.4	-4.1	7.6
O=C(c1ccc2c(c1)OCO2)N1CCc2ccccc2C1	0.2	-6.3	8.6	1.2	-3.8	-6.8	-11.9	-2.5	15.7

Two compounds picked at random from those above:
SMILES	CHO-K1 Ca ag	M1 antag	TAAR1 antag	CHO-K1 Ca antag	CHRM1 agonist	CHO-K1 Ca PAM	CHO parental Ca	OXTR potentiate	TAAR1 agonist
Cc1ccc(OC(=O)c2cc3ccccc3o2)cc1	2.4	-13.0	0.2	-12.3	-0.8	21.1	-6.4	-6.6	27.8
Cc1cc(N2C(=O)C3C4CCC(C4)C3C2=O)no1 (stereo not given)	0.3	2.5	10.4	-3.3	-0.2	6.8	3.9	-4.7	7.1

(listing goes on)
SMILES	CHO-K1 Ca ag	M1 antag	TAAR1 antag	CHO-K1 Ca antag	CHRM1 agonist	CHO-K1 Ca PAM	CHO parental Ca	OXTR potentiate	TAAR1 agonist
CCC(C(=O)NC1CCCC1)N(C(=O)Cn1nnc(-c2cccs2)n1)c1cnc2ccccc2c1 (stereo not given)	0.6	-7.2	-6.4	-23.6	-2.4	19.7	-17.6	-13.6	-0.3
Cc1cccc(Oc2coc3cc(OC(=O)c4cccs4)ccc3c2=O)c1	0.5	5.2	6.3	-1.7	-5.3	9.3	-4.0	-13.9	-0.8
O=C(COCc1cc(-c2ccc3c(c2)OCO3)on1)Nc1cccnc1Cl	1.4	-13.2	-4.7	-11.8	-2.4	15.4	-0.1	-1.9	0.4
CCC(C)NCCOCCOc1ccc(Br)cc1C (stereo not given)	1.4	34.6*	7.2	1.5	-6.9	-4.4	-14.3	-5.5	2.8
CCN(c1ccccc1)S(=O)(=O)c1ccc(C(=O)Nc2ccncc2)cc1	5.0	-17.4	-0.4	-6.3	3.0	11.2	6.9	-10.2	8.5
C#CCOc1ccc(OC)cc1C(c1c(C)[nH][nH]c1=O)c1c(C)[nH][nH]c1=O	-0.3	5.3	x	-3.2	2.6	12.0	x	x	x
Cc1nc(-c2noc(-c3ccc(Cl)cc3)n2)c(C(F)(F)F)o1	3.5	7.4	9.5	-8.8	0.5	10.8	-3.1	-0.8	5.9
COc1ccc2cc3c(N)nn(C(=O)c4ccc(Cl)c([N+](=O)[O-])c4)c3nc2c1	-0.1	5.0	6.0	0.5	-7.0	10.3	-5.0	-10.8	-1.4
CN(C(=O)COC(=O)c1ccc2c(=O)n3c(nc2c1)CCC3)C1CCS(=O)(=O)C1 (stereo not given)	-0.1	-9.5	-19.9	-2.1	-1.1	-1.2	-3.0	1.9	1.2
CC(=O)C1=C(C)OC(N)=C(C#N)C1c1cccc([N+](=O)[O-])c1 (stereo not given)	0.2	-12.4	12.7	-3.5	-6.0	20.3	-9.0	-9.4	2.6
Cc1ccc(-c2cc(C)nc3nc(N)nn23)cc1	-1.2	-2.4	-1.9	-7.9	-4.2	18.3	-10.5	-5.8	3.1
O=C(Nc1ccc(Cl)cc1C(=O)c1ccccn1)c1ccccc1	0.1	1.8	3.4	0.4	-3.5	14.1	x	x	-1.2
COc1cccc(COCCN2CCN(S(=O)(=O)c3ccc(C)cc3)CCC2=O)c1	1.1	14.8	4.0	-9.6	-3.7	10.8	-26.3	-8.0	4.7
Cc1cc(C)nc(NC(N)=S)n1	0.4	-15.7	-17.4	-10.2	-0.6	2.9	-2.4	-1.5	0.0
CC1(C)C2CCC(C2)C1(C)NC(=O)CNCC1CCCCC1 (stereo not given)	0.8	17.5	-12.7	6.2	-3.4	-0.1	-13.8	0.3	11.0
O=C(CSc1c2c(nc3ccc(Cl)cc13)CCCC2)NCCCN1CCOCC1	-0.1	98.4*	10.2	15.3	-9.4	-14.0	-16.4	-11.4	0.1
COCc1cc(C)nc(SCc2ccc([N+](=O)[O-])cc2)c1C#N	0.8	5.7	0.1	-12.3	-6.4	20.9	-8.9	-6.9	4.2
O=C(CSc1nnc(NC(=O)c2c(F)cccc2F)s1)NCc1ccccc1	0.0	-6.0	6.5	-1.1	-4.3	6.3	-11.3	-0.4	-1.1
CCCS(=O)(=O)NC(=O)C1(C)CCCN(C(=O)c2c(F)cccc2F)C1 (stereo not given)	0.6	-4.6	-5.8	2.7	-2.1	4.0	x	x	0.9
CN(C)S(=O)(=O)c1cccc(C(=O)Nc2ccc3c(c2)CCC3)c1	2.8	-3.5	9.0	-6.8	-10.0	-4.1	-4.7	-6.8	1.4
CC(=O)c1ccc(NC(=O)CCn2c(=O)oc3ccccc32)cc1	0.5	-5.6	-2.2	8.7	-2.7	1.1	-7.5	-15.8	8.8
c1cncc(-c2nn3cnnc3s2)c1	-0.3	7.5	6.3	5.5	-2.7	-1.7	1.8	-9.0	-0.5
S=c1[nH]nc(NCCc2ccccc2)s1	1.7	1.5	9.2	-7.9	-5.7	26.9	-4.2	-2.0	4.9
Cc1cccc(C)c1NC(=O)c1cc(S(=O)(=O)N2CCOCC2)cn1C	-0.5	-3.7	-27.7	4.3	-2.4	4.4	-4.3	-0.8	3.4
CC(=O)Nc1ccc(/C=C(\C#N)C(=O)NCc2ccccc2)cc1	1.0	-0.5	-1.6	7.5	-2.4	12.7	-4.5	-2.5	11.5

Next records:
SMILES	CHO-K1 Ca ag	M1 antag	TAAR1 antag	CHO-K1 Ca antag	CHRM1 agonist	CHO-K1 Ca PAM	CHO parental Ca	OXTR potentiate	TAAR1 agonist
O=C(COC(=O)c1cccc(S(=O)(=O)N2CCc3ccccc32)c1)Nc1ccc(Cl)cn1	-0.4	-0.2	3.0	2.7	2.0	-10.3	-12.2	1.9	-0.2
CCc1ccc(OCC(=O)NC(C)(C)C)cc1	-0.4	1.8	-15.2	-3.9	-3.1	0.6	-8.2	-3.6	0.7
O=[N+]([O-])c1ccc(Sc2cccc[n+]2[O-])c2nonc12	0.2	43.8*	41.1	88.0*	4.8	-24.9	x	x	24.6
NC(=O)C1CCN(CC(=O)c2c[nH]c3ccc(F)cc23)CC1	0.3	2.7	-9.6	1.3	-4.7	-9.1	-4.5	-6.0	11.5
C#CCn1c(=NC(=O)CSC(C)=O)sc2cc(F)ccc21	0.4	3.6	x	-5.3	-3.2	10.3	19.4	0.6	x
CC(C(=O)Nc1ccccc1)N(c1cccc(Cl)c1)S(C)(=O)=O (stereo not given)	-0.7	-2.8	2.5	-2.9	-5.7	10.5	-10.9	-2.2	-0.6
